D2 potentiator – positive allosteric modulators of human D2 dopamine receptor; AID 485347; hit rate 0.34% among 340,000; HEK293 T-REx D2, calcium flux, EC20 dopamine potentiation; potentiation, % at 10 µM;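 active means potentiation over 3 SD above the plate norm, cut at about 30% in these data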; further: 0% is about no effect
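Tetracycline-induced HEK293 T-REx cells force-coupled to calcium signalling expressed D2; compounds were pin-added after a 10 s baseline, read kinetically 180 s, then an EC20 dopamine challenge followed with a further 180 s calcium read.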
Vif-APOBEC3G blk – inhibitors of Vif-APOBEC3G interaction | Q9HC16 | HeLa A3G-eYFP + Vif (tagged APOBEC3G with the HIV-1 protein that degrades it), YFP fluorescence, overnight | Potency, µM (series often up to 46.1 µM), for inactives: at the top dose activity, negative = active, actives largely listed as inhibitors | hit rate 0.076% among 410,000 | AID 602310;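 further: potency means the concentration at half of the fitted maximal effect; on the % scale 0 is the no-effect control and ±100 the full control effect; nearly all actives have a fitted effect of over 60% in size; hits raise eYFP signal because A3G escapes Vif-driven loss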
Target sequence (Q9HC16 whole entry, looked up): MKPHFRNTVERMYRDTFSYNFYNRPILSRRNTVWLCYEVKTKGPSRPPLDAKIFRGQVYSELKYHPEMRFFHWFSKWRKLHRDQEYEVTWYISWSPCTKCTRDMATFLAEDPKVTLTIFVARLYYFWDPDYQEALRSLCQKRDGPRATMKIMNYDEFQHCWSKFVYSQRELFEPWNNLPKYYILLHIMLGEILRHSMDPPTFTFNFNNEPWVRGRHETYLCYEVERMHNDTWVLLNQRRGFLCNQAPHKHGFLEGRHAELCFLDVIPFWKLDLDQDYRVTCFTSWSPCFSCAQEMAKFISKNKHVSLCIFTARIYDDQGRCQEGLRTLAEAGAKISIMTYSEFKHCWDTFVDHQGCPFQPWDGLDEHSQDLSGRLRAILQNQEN
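Read-out is eYFP fluorescence (Ex 488/Em 500-530) from Vif-expressing HeLa A3G-eYFP cells; more signal means A3G escaped Vif-mediated degradation. Cells plated overnight, compound pinned in, incubated overnight at 37 deg C.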
LDHA block – inhibitors of human lactate dehydrogenase A; P00338; purified LDHA, NADH/diaphorase-resazurin fluorescence; hits give low values; activity change, % (values are at about 110 or 230 µM); hit rate 0.15% among 480,000; AID 1347041; in the data active means activity change below about -30%; inconclusive means mostly about -25% to -30%;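 further: plate controls were DMSO wells for no effect and wells without enzyme for full effect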
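Human LDH5 (2 nM) was incubated with 0.06 mM NADH and 0.2 mM pyruvate for 5 min at room temperature in Tris pH 7.4. Remaining NADH was coupled through diaphorase/resazurin, and resorufin fluorescence was read at 0 and 20 min.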
D1 antag – blocks dopamine activation of the human D1 receptor | P21728 | HEK293 TREx D1 cells, calcium flux, dopamine EC80; hits give low values | activity change, negative = inhibition, % at 10 µM | hit rate 3.2% among 360,000 | AID 504652; in the data active means activity change below about -30%; further: on the % scale 0 is the no-effect control and ±100 the full control effect
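Antagonism measured as reduced calcium response to an EC80 dopamine addition following 180 s compound pre-read; cells were inducible HEK293 Trex D1 plated overnight at 30 C, read kinetically at 1 cycle/sec.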
D1 ag – human D1 receptor agonism | P21728 | HEK293 T-REx D1 cells, calcium flux, agonist mode | activation, % at 2 µM | hit rate 1% among 360,000 | AID 504660; in the data active means activation above about 30%; further: 0% is about no effect
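Inducible HEK293 T-REx D1 cells, force-coupled to calcium signalling, were plated at 4000 cells/well with tetracycline and held overnight at 30 C. After no-wash calcium dye loading, compound-evoked calcium rise over 180 s flagged agonists.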
Glioma ERSR ind – induces the endoplasmic reticulum stress response in human glioma cells; U87-MG GRP78 promoter luciferase reporter, 16 h; AID 602332; Potency, µM, without a hit: at the top dose activation, usual class: activators; hit rate 0.02% among 420,000; further: potency means the concentration at half of the fitted maximal effect; series mostly up to about 76 µM; % of control where 0% means no effect; nearly all actives have a fitted effect of over 35% in size
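Stably transfected U87-MG human glioma cells carrying a GRP78-based luminescent sensor were seeded at 1000 cells/well, pin-dosed with compounds and incubated 16 h. Luciferase reagent was then added, and end-point luminescence was read after 10 min at room temperature.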
Vif-APOBEC3F blk – blocks the Vif interaction with APOBEC3F; HeLa A3F-eYFP + Vif (tagged APOBEC3F with the HIV-1 protein that degrades it), YFP fluorescence increase; Potency, µM (top dose mostly 46.1 µM), without a hit: top-dose activity, negative = active; hit rate 0.2% among 390,000; AID 602313; further: potency means the concentration at half of the fitted maximal effect; % of control where 0% means no effect; nearly all actives have a fitted effect of over 65% in size
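HeLa cells stably expressing Vif plus C-terminally eYFP-tagged A3F were seeded, incubated overnight at 37 deg C, dosed with compound, incubated overnight again at 37 deg C. Yellow fluorescence (Ex 488/Em 500-530) reported blocked Vif-mediated A3F-eYFP degradation.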
D1 potentiator – enhances dopamine response at the human D1 receptor; P21728; HEK293 TREx D1 cells, calcium flux, dopamine EC20 potentiation; potentiation, % at 10 µM; hit rate 0.036% among 360,000; AID 504651; in the data active means potentiation above about 30%; further: 0% is about no effect
RXFP1 agonist – activates the human relaxin receptor RXFP1; Q9HBX9; HEK293T-RXFP1 cAMP TR-FRET, 30 min; response scale: percent of porcine relaxin response, buffer zero; Potency, µM (titrated, usually from 57.5 µM), for inactives: at the highest dose activation, actives largely listed as activators; hit rate 0.3% among 370,000; AID 2676; further: potency means the concentration at half of the fitted maximal effect; on the % scale 0 is the no-effect control and ±100 the full control effect; nearly all actives have a fitted effect of over 60% in size; many of its hits are not listed in these tables
Target sequence (Q9HBX9 whole entry, looked up): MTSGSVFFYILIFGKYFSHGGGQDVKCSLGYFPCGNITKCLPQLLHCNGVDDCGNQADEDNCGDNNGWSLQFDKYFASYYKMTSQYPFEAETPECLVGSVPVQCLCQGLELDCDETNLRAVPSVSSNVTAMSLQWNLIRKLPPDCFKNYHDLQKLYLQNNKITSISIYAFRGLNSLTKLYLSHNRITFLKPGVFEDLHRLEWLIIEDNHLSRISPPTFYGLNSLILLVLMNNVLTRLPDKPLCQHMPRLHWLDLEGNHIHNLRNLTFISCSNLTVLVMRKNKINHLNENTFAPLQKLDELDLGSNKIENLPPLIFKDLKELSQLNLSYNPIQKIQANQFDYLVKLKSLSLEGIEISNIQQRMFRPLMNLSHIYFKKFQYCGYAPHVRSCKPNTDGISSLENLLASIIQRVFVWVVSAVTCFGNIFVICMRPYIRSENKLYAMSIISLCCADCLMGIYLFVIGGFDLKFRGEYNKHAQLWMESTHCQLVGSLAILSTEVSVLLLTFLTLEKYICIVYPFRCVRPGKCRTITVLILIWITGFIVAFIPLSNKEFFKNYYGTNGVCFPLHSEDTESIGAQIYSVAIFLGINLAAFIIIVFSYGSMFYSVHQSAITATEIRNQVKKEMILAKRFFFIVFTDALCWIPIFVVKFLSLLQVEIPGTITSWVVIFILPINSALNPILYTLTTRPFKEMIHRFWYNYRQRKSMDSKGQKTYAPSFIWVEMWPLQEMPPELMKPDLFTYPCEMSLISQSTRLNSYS
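cAMP rise read by TR-FRET after 30 min, 37C compound exposure (up to 58 uM) in RXFP1-transfected HEK293 cells with Ro 20174 present. EC50 from Hill-equation fits, with 29 nM porcine relaxin as 100% and buffer as basal.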
Active calls of the source: *; ? = inconclusive; nt = no result given; & = joins results of further samples. Unless noted, the call rests on the fitted dose curve; in most records, active means well fitted curve in the direction sought with a large enough effect; inconclusive means small, poorly fitted or top-dose-only effect, or another doubt; inactive means no such curve, though single readings can be large; an effect the other way counts as inactive or inconclusive. The list is partial, so the mix of outcomes need not match the whole.

Below each SMILES – D2 potentiator | Vif-APOBEC3G blk | LDHA block | D1 antag | D1 ag | Glioma ERSR ind | Vif-APOBEC3F blk | D1 potentiator | RXFP1 agonist
> O=C(NC[C@@H]1CC[C@@H](Cc2ccc(-c3ccccc3)cc2)O1)Nc1ccc(Br)cc1
    nt | -2% | -4 | nt | nt | 0% | 1% | nt | nt
> CCCCNC(=O)OCCNC(=O)NC
    -4 | 0% | -7 | 5 | 3 | 0% | 0% | -1 | 2.6%
> COc1ccc(NC(=O)c2oc3c(c2C)-c2nn(Cc4c(F)cccc4Cl)cc2CC3)c(OC)c1
    9 | 0% | 28 | -1 | -1 | -3% | 2% | -1 | 27%
> COC(=O)Cn1c(CN2CCN(c3ccc(OC)cc3)CC2)nc2c1c(=O)[nH]c(=O)n2C
    nt | 2% | -8 | 18 | -2 | -3% | 5% | 2 | 3.6%
> COc1ccc(-c2noc(-c3ccccc3-c3ccccc3)n2)cc1
    3 | -11% | -4 | -20 | 7 | 0% | -1% | 6 | 0.3%
> COC(=O)c1cc(C(=O)OC)cc(-n2c(C)cc(C(=O)COC(=O)CNS(=O)(=O)c3ccc(C)cc3)c2C)c1
    -18 | -2% | -4 | -25 | 2 | 1% | 1% | -12 | 0.0%
> Cc1ccc(NC(=O)c2ccc(Cl)nc2)cc1S(=O)(=O)N1CCOCC1
    nt | ? | -4 | nt | nt | -4% | -8% | nt | nt
> COCc1cc(C)nc(NC2CC(C)(C)NC(C)(C)C2)c1C#N
    -9 | 1% | -5 | -5 | 2 | -2% | -6% | -10 | 2.0%
> COc1cc(OC)c2c(-c3cccc(-c4ccc(C(F)(F)F)cc4)c3)cc(=O)oc2c1
    nt | ? | -2 | nt | nt | -1%&-2% | -7% | nt | nt
> O=C(NCc1ccccc1)c1ncn(Cc2ccccc2)c1C(=O)NCc1ccccc1
    11 | -3% | -1 | 5 | 10 | -6% | -8% | -2 | 0.7%

Ordered by molecular weight (rising): 4 of the compounds above
Below each SMILES – D2 potentiator | Vif-APOBEC3G blk | LDHA block | D1 antag | D1 ag | Glioma ERSR ind | Vif-APOBEC3F blk | D1 potentiator | RXFP1 agonist
> Cc1ccc(NC(=O)c2ccc(Cl)nc2)cc1S(=O)(=O)N1CCOCC1
    nt | ? | -4 | nt | nt | -4% | -8% | nt | nt
> O=C(NCc1ccccc1)c1ncn(Cc2ccccc2)c1C(=O)NCc1ccccc1
    11 | -3% | -1 | 5 | 10 | -6% | -8% | -2 | 0.7%
> COc1cc(OC)c2c(-c3cccc(-c4ccc(C(F)(F)F)cc4)c3)cc(=O)oc2c1
    nt | ? | -2 | nt | nt | -1%&-2% | -7% | nt | nt
> COc1ccc(NC(=O)c2oc3c(c2C)-c2nn(Cc4c(F)cccc4Cl)cc2CC3)c(OC)c1
    9 | 0% | 28 | -1 | -1 | -3% | 2% | -1 | 27%

(more compounds)
Below each SMILES – D2 potentiator | Vif-APOBEC3G blk | LDHA block | D1 antag | D1 ag | Glioma ERSR ind | Vif-APOBEC3F blk | D1 potentiator | RXFP1 agonist
> COC(=O)c1sc(NC(=O)/C=C/c2ccc(C)o2)nc1C
    7 | -11% | -6 | -3 | -1 | 1% | -13% | 2 | 0.0%
> Cc1ccc(-n2nnnc2CNC(=O)C(=O)c2c[nH]c3ccccc23)cc1C
    nt | 1% | 0 | nt | nt | -2% | -6% | nt | nt
> COc1ccc(C(=O)N2CCN(CCNC(=O)C(=O)Nc3ccc(F)cc3)CC2)cc1
    -17 | -2% | -4 | 0 | 2 | 1% | 14% | -5 | 3.0%
> O=C(/C=C\Nc1ccc(Br)cc1)c1cccnc1
    0 | -8% | -7 | -7 | 2 | -5% | 2% | -6 | -0.4%
> O=C(O)CCCN1C(=O)C2C3CCC(C3)C2C1=O (stereo not drawn)
    nt | 0% | 2 | nt | nt | -5% | -2% | nt | nt
> CC(C)(O)C#Cc1ccc(C(=O)N2CCN(c3ccc([N+](=O)[O-])cc3)CC2)cc1
    -10 | -1% | 0 | -4 | 0 | -1% | -2% | -6 | -0.2%
> CCCOc1ccc(C(=O)NCCC(=O)NCCCC(=O)O)cc1
    13 | -5% | -3 | 1 | 3 | -4% | ? | -3 | 3.5%
> Cc1cc(=O)c(C(=O)c2ccccc2)c(C)o1
    nt | -2% | -11 | nt | nt | -5% | 0% | nt | nt
> COc1ccc(S(=O)(=O)n2c(CCN3CCOCC3)nc3ccccc32)cc1
    16 | -5% | -7 | 8 | 4 | -3% | -2% | 4 | 0.9%
> CSCCC(NC(=O)OC(C)(C)C)C(=O)NC(C(=O)NC(CC(C)C)C(N)=O)C(C)C (stereo not drawn)
    nt | 1% | -18 | 29 | -1 | -1% | -8% | 7 | -0.7%

Compounds from the list above that contain bromine (2):
Below each SMILES – D2 potentiator | Vif-APOBEC3G blk | LDHA block | D1 antag | D1 ag | Glioma ERSR ind | Vif-APOBEC3F blk | D1 potentiator | RXFP1 agonist
> O=C(NC[C@@H]1CC[C@@H](Cc2ccc(-c3ccccc3)cc2)O1)Nc1ccc(Br)cc1
    nt | -2% | -4 | nt | nt | 0% | 1% | nt | nt
> O=C(/C=C\Nc1ccc(Br)cc1)c1cccnc1
    0 | -8% | -7 | -7 | 2 | -5% | 2% | -6 | -0.4%

(list continues)
Below each SMILES – D2 potentiator | Vif-APOBEC3G blk | LDHA block | D1 antag | D1 ag | Glioma ERSR ind | Vif-APOBEC3F blk | D1 potentiator | RXFP1 agonist
> COc1ccc(OC)c(NC(=O)CNC(=O)c2ccc([N+](=O)[O-])cc2)c1
    -12 | 2% | 0 | -6 | 0 | -2% | 6% | -2 | 3.0%
> CC(OC(=O)C1CC(=O)N(Cc2ccccc2)C1)C(=O)Nc1ccc(F)cc1Cl (stereo not drawn)
    -3 | 0% | -6 | -3 | 0 | -3% | 10% | 2 | 0.9%
> CC(C)(C)[C@H]1CCC(=O)N([C@H](CSc2ccc(Br)cc2)Cc2ccccc2)CC1
    -3 | 4%&-5% | -7 | 23 | 0 | -1%&-1% | 0% | 1 | -3.8%
> Cc1oc(/N=C/c2ccccc2O)c(C#N)c1C
    3 | -2% | -3 | -5 | 4 | -4% | -4% | 2 | 2.2%
> Cc1cccc(Cn2c(CNS(=O)(=O)c3ccc(Cl)s3)nc3cccnc32)c1
    -2 | -7% | 0 | 9 | 1 | -2% | -13% | -4 | 3.2%
> O=C(Nc1ccc(OC(F)(F)F)cc1)C1CCCN(S(=O)(=O)c2ccc(Br)s2)C1 (stereo not drawn)
    -2 | -2% | -1 | -19 | 7 | -5% | -15% | -1 | 5.1%
> Cc1cccc(NC(=O)NC2COc3ccccc3C2)c1C (stereo not drawn)
    -7 | 3% | -2 | -12 | -2 | -3% | -13% | 0 | 2.4%
> CCCn1c(N)c(C(=S)NC(=O)C2CC2)c(=O)n(C)c1=O
    0 | 1% | 1 | -3 | 2 | -2% | -4% | -4 | -0.1%
> CCOc1ccc2oc(C(=O)NNC(=O)c3csc(N4CCOCC4)n3)c(C)c2c1
    0 | -4% | -7 | -38* | 2 | -1% | 1% | -17 | -0.4%
> COc1ccc(N2CCN(C(CNC(=O)c3ccco3)c3ccco3)CC2)cc1 (stereo not drawn)
    10 | -2% | -1 | -5 | 3 | -3% | -21% | -1 | 2.0%
> COc1ccc(Cl)cc1NC(=O)c1nnn(CC(=O)Nc2ccc3c(c2)OCO3)c1N
    15 | -2% | -6 | -8 | 2 | -6% | -1% | -1 | 26%
> Cc1snc(S(=O)(=O)/C(C#N)=N/Nc2cccc(C(F)(F)F)c2)c1C#N
    -6 | 4% | -5 | -16 | 0 | -8% | 5% | -4 | 0.0%
> O=C(Nc1ccccc1Cl)Oc1ccc2ccccc2c1
    -11 | nt | nt | -12 | 1 | nt | nt | -1 | 1.6%
> O=C(Cc1cccs1)Nc1ccc(S(=O)(=O)N2CCCCC2)cc1
    16 | 1% | 4 | 2 | -1 | -4% | -2% | 3 | 0.2%
> CCNC(=S)N=Nc1c(O)[nH]c2ccc(C(C)C)cc12
    -3 | 0% | 0 | 5 | 1 | -1% | -3% | -2 | 2.0%
> CC(=O)NCCn1c(SCc2ccccc2F)nc2ccccc2c1=O
    -5 | 3% | -3 | 0 | 1 | -3% | -6% | 9 | 0.5%
> O=C(c1ccc(Cl)c(Cl)c1)N1CCCC1
    -1 | -1% | -5 | -11 | 2 | -4% | 6% | 2 | 1.1%
> Cc1ccc(-c2n[nH]c(=S)nc2-c2ccc(C)cc2)cc1
    3 | -11% | -15 | 7 | 2 | 5% | -8% | 0 | 1.4%
> O=C(Nc1nc(-c2ccc(S(=O)(=O)N3CCCC3)cc2)cs1)c1ccco1
    29 | -1% | -13 | -10 | -2 | -2% | 3% | 4 | 2.6%
> CCn1nnc(NC(=O)c2sc3ccccc3c2Cl)n1
    -16 | -1% | -4 | -12 | -1 | -9% | -9% | -7 | -1.1%
> COc1ccc(NC(=O)CSc2ccccc2)cc1S(=O)(=O)N1CCCCC1
    -1 | 3% | -3 | 5 | 4 | -5% | 14% | 3 | 1.4%
> CCOCCCNC(=O)N1CCN(S(=O)(=O)c2ccc3c(ccn3C)c2)CC1
    10 | 4% | -1 | 2 | 0 | -3% | -2% | -2 | 4.5%
> Cc1cc(C(=O)Nc2ccc(C)c(S(=O)(=O)N3CCOCC3)c2)c(C)o1
    -4 | -1% | -13 | 0 | -1 | -3% | 15% | -2 | 2.7%
> Cc1cc(=O)c2cc(C(=O)Nc3ccc(F)cc3)ccc2[nH]1
    7 | 1% | -4 | -3 | -1 | -1% | -10% | 1 | 3.1%
> O=[N+]([O-])c1ccc(COc2cccnc2)cc1
    -4 | -5% | -6 | 9 | 7 | 1% | -12% | -3 | -0.4%
> Cc1ccc(S(=O)(=O)Nc2cccc(C(=O)N3CCN(c4ccccc4O)CC3)c2)cc1F
    nt | -4% | 0 | -13 | 4 | -2% | 8% | -4 | -1.0%
> COc1ccccc1/C=N/NC1=NCCCCC1
    2 | -2% | 2 | -2 | 5 | -3% | 14% | -2 | -0.2%

Screening results deposited in PubChem BioAssay by National Center for Advancing Translational Sciences (NCATS).
